LDHA inh – LDHA (human) enzyme inhibition. purified LDHA, NADH/diaphorase-resazurin fluorescence; stronger effect = lower value. P00338. AID 1347041. activity change, % (values are at about 110 or 230 µM). 0.15% of 480,000 active; in the data active = activity change below about -30%; inconclusive = mostly about -25% to -30%;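 note: plate controls were DMSO wells for no effect and wells without enzyme for full effect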
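Enzyme activity of human lactate dehydrogenase 5 (2 nM; 0.06 mM NADH, 0.2 mM pyruvate, 5 min, RT) is measured via a resazurin/diaphorase fluorescence readout of residual NADH.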
GRP78 ERSR act – inducers of ER stress response in human glioma cells. Potency, µM, without a hit: top-dose activation, usual class: activators. 0.02% of 420,000 active. U87-MG GRP78 promoter luciferase reporter, 16 h; note: potency is the fitted concentration of half-maximal effect; series mostly up to about 76 µM; % of control where 0% means no effect; nearly all actives have a fitted effect of over 35% in size
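Stably transfected U87-MG human glioma cells carrying a GRP78-based luminescent sensor were seeded at 1000 cells/well, pin-dosed with compounds and incubated 16 h. Luciferase reagent was then added, and end-point luminescence was read after 10 min at room temperature.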
Vif-A3G inh – inhibitors of Vif-APOBEC3G interaction; 0.076% of 410,000 active; HeLa A3G-eYFP + Vif (tagged APOBEC3G with the HIV-1 protein that degrades it), YFP fluorescence, overnight; Q9HC16; Potency, µM (highest dose often 46.1 µM), for inactives: top-dose activity, negative = active, most hits filed as inhibitors;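 note: potency is the fitted concentration of half-maximal effect; % is set by controls: 0 for no effect and ±100 for the full control effect; nearly all actives have a fitted effect of over 60% in size; hits raise eYFP signal because A3G escapes Vif-driven loss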
Target sequence (Q9HC16 whole entry, looked up): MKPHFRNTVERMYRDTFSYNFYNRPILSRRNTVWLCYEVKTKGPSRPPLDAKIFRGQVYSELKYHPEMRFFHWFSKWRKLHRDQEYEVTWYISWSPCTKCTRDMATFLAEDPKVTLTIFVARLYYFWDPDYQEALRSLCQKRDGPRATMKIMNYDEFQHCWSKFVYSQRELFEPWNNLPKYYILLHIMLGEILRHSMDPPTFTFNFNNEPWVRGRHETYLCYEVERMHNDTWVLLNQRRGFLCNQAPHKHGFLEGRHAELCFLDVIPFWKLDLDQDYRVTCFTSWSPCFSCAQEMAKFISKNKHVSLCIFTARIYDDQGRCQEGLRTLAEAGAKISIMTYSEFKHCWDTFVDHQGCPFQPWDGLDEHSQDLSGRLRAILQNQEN
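HeLa cells stably expressing Vif and C-terminally eYFP-tagged A3G, seeded overnight at 37 deg C, then exposed to compound by pintool overnight at 37 deg C. Rise in yellow fluorescence (Ex 488/Em 500-530, Acumen) marks blocked Vif-driven A3G degradation.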
Active calls of the source: *; ? = inconclusive. Unless noted, calls come from the whole dose curve; as a rule, active = well fitted curve in the direction sought with a large enough effect; inconclusive = small, poorly fitted or top-dose-only effect, or another doubt; inactive = no such curve, though single readings can be large; an effect the other way counts as inactive or inconclusive. A portion of the library; count on the stated rates, not on these rows.

SMILES | LDHA inh | GRP78 ERSR act | Vif-A3G inh
CC1(C(=O)NS(=O)(=O)c2ccc3ccccc3c2)CCN1C(=O)Cc1ccc(Cl)cc1Cl (centres undefined) | 6.2 | -2.0% | -12.6%
Clc1cccc(CNc2ccn3nc(-c4cccc(OCc5ccccc5)c4)cc3n2)c1 | -6.8 | -1.5% | -4.7%
O=C(Nc1cccc(Cl)c1)c1csc([C@H]2C[C@H](O)[C@@H](CO)O2)n1 | -6.2 | -2.7% | 0.2%
CCOC(=O)C1=CCC(c2cccc(C)c2)N(S(=O)(=O)c2ccc(C)cc2)C1 (centres undefined) | -8.0 | -5.7% | -0.6%
COc1ccccc1C(NC(=O)C1CCN(CCc2ccc(Br)cc2)CC1)c1ccccn1 (centres undefined) | -1.2 | -2.0% | 0.8%
CCOC(=O)C1(C)CCCN(C(=O)c2ccccc2F)C1 (centres undefined) | -3.8 | 0.1% | 2.5%
CC(=O)Nc1ccc(NC(=O)C2Cc3c(-c4ccco4)ccnc3O2)cc1 (centres undefined) | -11.8 | -0.1% | 1.8%
Cn1c(=O)c2cc(NC(=O)NCCc3cccs3)ccc2n1Cc1ccccc1 | 11.8 | -3.7% | -2.0%
Cc1cccc(C)c1Cn1c(C)c(C(=O)NCc2ccccc2C(F)(F)F)sc1=O | 1.0 | -2.6% | 0.8%
CCOC(=O)C1(C)CCCCCN1C(=O)c1ccc(OC)cc1 (centres undefined) | -2.5 | -1.7% | -5.6%
CSc1ccc(NC(=O)C2(C)CCN2C(=O)c2cc(C)n(C)n2)cc1 (centres undefined) | -4.0 | -4.7% | -5.8%
CCOC1=C2[C@H](c3cccc(Cl)c3)N(S(=O)(=O)c3ccc(C)cc3)C[C@H]2n2c(=O)n(-c3ccccc3)c(=O)n2C1 | -9.2 | -3.3% | -4.1%
CC(O)(c1ccccc1)c1nc(-c2ccccc2)cs1 (centres undefined) | -2.0 | -0.4% | -0.1%
CCOC(=O)C1(C)CCN1C(=O)c1ccc(C(F)(F)F)cc1 (centres undefined) | -7.7 | -1.3% | -0.8%
NCc1csc(NC(=O)Nc2cccc(Cl)c2)n1 | -7.2 | -0.6% | -0.8%
CC(N)c1csc(NC(=O)c2cc(C(C)(C)C)nn2Cc2ccccc2)n1 (centres undefined) | 0.1 | -2.6% | -17.2%
CCc1nc2c(OCc3ccccc3C(=O)OC)cccn2c1N(C)C(=O)Nc1ccccc1OC | -6.6 | -2.3% | -6.5%
CCc1nc2ccc(C(=O)NCCCN(C)C)cn2c1N(C)CCCc1ccccc1 | -4.5 | -5.4% | -1.3%
CC1(C(=O)NCc2ccccc2)Cc2c(-c3ccccc3)ccnc2O1 (centres undefined) | 1.2 | -4.3% | ?
COc1cc(OC)nc(Nc2nc(C(C)N)cs2)n1 (centres undefined) | -3.8 | -1.8% | 3.1%
OC(c1ccc2c(c1)OCO2)c1ncc(-c2ccc(Cl)cc2)[nH]1 (centres undefined) | -8.8 | 0.2% | -1.5%
CC(C)(C)S(=O)N1Cc2cc(C(=O)NCc3ccc(Oc4ccccc4)cc3)nc(-c3cccc(-c4cc5ccccc5o4)c3)c2[C@@H]1CCO (some centres undefined) | -9.1 | -12.0% | -26.9%
CCOC(=O)C1(C)CCN1C(=O)c1ccccc1 (centres undefined) | -8.5 | -1.4% | -2.9%
CCOc1ccc(Cl)cc1-c1cc(C(=O)Nc2cc(OC)ccc2OC)[nH]n1 | 1.5 | -2.5% | -5.1%
CN(C)c1nc(N)nc(CSc2nnnn2-c2ccc(Cl)cc2)n1 | -9.2 | -2.6% | -4.0%
Cc1ccc(C(O)c2ncc(-c3cccc(F)c3)[nH]2)cc1 (centres undefined) | -6.4 | 2.9% | -3.2%
CCCNC(=O)c1cc(C2CCCN(C(=O)c3cc(F)ccc3C)C2)on1 (centres undefined) | -4.5 | 4.1% | 1.0%
CC(C)CC(NC(=O)OCc1ccccc1)C(=O)NC(Cc1c[nH]c2ccccc12)C(=O)O (centres undefined) | -3.1 | -1.7% | -0.6%
CC(=O)Nc1cc(-c2ccc(F)cc2)cn2c(-c3ccc(F)cc3)cnc12 | 2.2 | 3.1% | -19.0%
Cc1cc(F)ccc1C(O)c1ncc(-c2ccc(Cl)cc2)[nH]1 (centres undefined) | -8.9 | -2.4% | 2.4%
Cc1cc(C)c(C#N)c(Sc2nc(C)c([N+](=O)[O-])c(C)c2C#N)n1 | -3.3 | -11.8% | -25.0%
OC(c1ccc(F)c(F)c1)c1nc(-c2cnc3ccccc3c2)cs1 (centres undefined) | 5.1 | 2.0% | -20.0%
COc1ccc(CCNC(=O)Nc2ccc3c(c2)c(=O)n(C)n3Cc2ccc(Cl)cc2)cc1OC | -14.3 | -5.2% | 0.4%
CC1(C(=O)NCc2ccccc2)Cc2c(-c3ccc(C(N)=O)cc3)ccnc2O1 (centres undefined) | -4.4 | -4.1% | ?
CCOC(=O)C1=CC[C@@H](c2ccccc2)N(S(=O)(=O)c2ccc(C)cc2)[C@H]1C#N | -16.0 | -10.7% | ?
CCCNC(=O)c1cc(C2CCCN(C(=O)C3CC3)C2)on1 (centres undefined) | -3.9 | -3.4% | -2.8%
CC1(C(=O)Nc2cccc3ccccc23)CCN1C(=O)C1(c2ccccc2)CCCC1 (centres undefined) | -4.4 | -3.6% | -2.9%
COc1ccc(C(C)(O)c2nc(-c3ccc(F)c(Cl)c3)cs2)cc1 (centres undefined) | 2.8 | -2.9% | -15.9%
CC1(C(=O)NC2CCc3ccccc32)CCN1CCc1ccccc1 (centres undefined) | -0.2 | 1.0% | -0.1%
COc1cc(NC(=O)c2ccc(-c3cn[nH]c3)c3ccoc23)cc(OC)c1OC | -7.2 | -3.8% | -13.8%
Cc1nc2ccc(C(=O)NCCCn3ccnc3)cn2c1N(C)C(=O)CCc1ccccc1 | -5.8 | -3.0% | -0.8%
CC1(C(=O)NS(=O)(=O)c2ccc3c(c2)CCO3)CCN1C(=O)CCC1CCCC1 (centres undefined) | -12.3 | -7.0% | -1.7%
CCCS(=O)(=O)NC(=O)C1(C)CCCN(C(=O)c2ccccc2)C1 (centres undefined) | -6.1 | -2.2% | -3.4%
CN(Cc1ccccc1)N=Nc1nc[nH]c1C(N)=O | -0.8 | -3.4% | 0.6%
CCCS(=O)(=O)NC(=O)C1(C)CCN(C(=O)CSc2ccccc2)C1 (centres undefined) | -4.8 | -2.0% | 3.1%
FC(F)(F)c1ccc(-c2cccc3c2C2CC3CCN2Cc2ccc3c(c2)OCO3)cc1 (centres undefined) | -0.3 | -4.0% | -1.5%
CCOC(=O)C1CCCN(C(=O)c2cccc3ccccc23)CC1 (centres undefined) | -7.7 | -2.4% | 0.1%
Cc1cccc(C)c1NC(=O)C1(C)CCC(=O)N1C1CC1 (centres undefined) | -6.2 | -2.1% | -2.0%
CCOC(=O)C1=CCN(S(=O)(=O)c2ccc(F)cc2)C1c1ccc(C)cc1 (centres undefined) | -2.4 | 1.1% | -3.6%
CCNC(=O)C1CCCN(C(=O)c2cc(OC)c(OC)c(OC)c2)CC1 (centres undefined) | -7.9 | 1.4% | 0.2%
CCOC(=O)C1=C[C@@H](C(C)(C)C)N(S(=O)(=O)c2ccc(C)cc2)[C@H]1c1cccc(Cl)c1 | -4.6 | -3.5% | -4.3%
CC(=O)Nc1cncc(-c2cccc(N(C)C)c2)n1 | 5.0 | 19.8% | 0.9%
CCCNC(=O)C1(C)CCCN(Cc2c(C)nn(-c3ccccc3)c2C)C1 (centres undefined) | -2.3 | -4.8% | -3.8%
CC(=O)Nc1cc(-c2cccc(F)c2)cn2c(-c3ccc(S(C)(=O)=O)cc3)cnc12 | -0.5 | -1.5% | -5.0%
O=C(NCc1cccs1)C1Cc2c(-c3ccccc3Oc3ccccc3)ccnc2O1 (centres undefined) | -7.6 | -2.7% | -19.1%
N#CC(C#N)=NNc1ccc2cn[nH]c2c1 | -1.7 | -4.5% | -9.0%
CCOC(=O)C1=CCN(S(=O)(=O)c2ccccc2C)C1c1cccc(F)c1 (centres undefined) | -4.7 | -3.9% | -5.0%
COCCNC(=O)c1cccc2c(-c3cnn(C)c3)coc12 | -3.7 | -0.9% | -1.9%
CCCNC(=O)c1cc(C2CCCN(S(=O)(=O)c3cccs3)C2)on1 (centres undefined) | -7.8 | -2.3% | 2.9%
Cc1cc(C(O)c2ncc(-c3ccccc3Cl)[nH]2)ccc1F (centres undefined) | -16.0 | -0.6% | -9.7%

Ordered by value in LDHA inh (highest first): some entries from above
molecule,LDHA inh
FC(F)(F)c1ccc(-c2cccc3c2C2CC3CCN2Cc2ccc3c(c2)OCO3)cc1 (centres undefined),-0.3
CC(=O)Nc1cc(-c2cccc(F)c2)cn2c(-c3ccc(S(C)(=O)=O)cc3)cnc12,-0.5
Cc1nc2ccc(C(=O)NCCCn3ccnc3)cn2c1N(C)C(=O)CCc1ccccc1,-5.8

For convenience, part of the list above:
SMILES | LDHA inh | GRP78 ERSR act | Vif-A3G inh
O=C(NCc1cccs1)C1Cc2c(-c3ccccc3Oc3ccccc3)ccnc2O1 (centres undefined) | -7.6 | -2.7% | -19.1%
N#CC(C#N)=NNc1ccc2cn[nH]c2c1 | -1.7 | -4.5% | -9.0%
CCOC(=O)C1=CCN(S(=O)(=O)c2ccccc2C)C1c1cccc(F)c1 (centres undefined) | -4.7 | -3.9% | -5.0%
COCCNC(=O)c1cccc2c(-c3cnn(C)c3)coc12 | -3.7 | -0.9% | -1.9%
CCCNC(=O)c1cc(C2CCCN(S(=O)(=O)c3cccs3)C2)on1 (centres undefined) | -7.8 | -2.3% | 2.9%
Cc1cc(C(O)c2ncc(-c3ccccc3Cl)[nH]2)ccc1F (centres undefined) | -16.0 | -0.6% | -9.7%

Continued:
SMILES | LDHA inh | GRP78 ERSR act | Vif-A3G inh
CCOC(=O)C1(C)CCCN1C(=O)c1cc(F)ccc1C (centres undefined) | -2.8 | -2.7% | -4.3%
CCCCc1ccc(S(=O)(=O)NC(=O)C2(C)CCN2C(=O)CC2CC2)cc1 (centres undefined) | -1.9 | -1.8% | 1.8%
CNc1cncc(-c2cc(OC)c(OC)c(OC)c2)n1 | -1.8 | -0.1% | -3.7%
O=C(Nc1ccc(Cl)c(C(F)(F)F)c1)C1Cc2c(-c3ccccc3Oc3ccccc3)ccnc2O1 (centres undefined) | -3.8 | -2.6% | 1.9%
CCCNC(=O)c1cc(C2CCCCN2C(=O)c2ccccc2)on1 (centres undefined) | -5.9 | -2.2% | -3.7%
O=C(/C=C/[C@H]1O[C@@H](n2cnc3c(NC(=O)c4ccccc4)ncnc32)[C@H](O)[C@@H]1O)NCc1ccc2c(c1)OCO2 | -1.9 | -2.0% | -0.4%
COCCNC(=O)c1ccc(-c2cn[nH]c2)c2ccoc12 | -7.4 | -1.4% | -4.4%
CCOC(=O)C1=CCN(S(=O)(=O)c2ccccc2F)C1c1ccc(Cl)cc1 (centres undefined) | -4.5 | 0.6% | -8.1%
O=C(NCc1ccco1)c1cccc(-c2ccc3nccn3c2)c1 | -7.7 | -0.9% | -5.0%
COCCNC(=O)c1cccc2c(-c3cccc(C(N)=O)c3)coc12 | -7.2 | 2.3% | -0.3%
CC1(C(=O)NCc2cccc(C(F)(F)F)c2)CCN1Cc1ccc(-c2ccccc2)o1 (centres undefined) | 7.2 | 11.3% | -21.6%
OCc1ccccc1-c1nc(NCC2CC2)nc2ccsc12 | -9.6 | 0.6% | -3.9%
Cc1ccc(OC2CCN(C(=O)[C@H]3O[C@@H](n4cnc5c(N)ncnc54)[C@H](O)[C@@H]3O)CC2)cc1 | -1.7 | -3.7% | -0.8%
COCCNC(=O)C1CCCN(C(=O)c2ccc3sccc3c2)CC1 (centres undefined) | -4.9 | -0.6% | -3.2%
c1ccc2c(-c3ccc4nncn4c3)cncc2c1 | -7.0 | -3.8% | 1.5%
CC(=O)Nc1ccc(S(=O)(=O)N2CCN(c3ccc(C(C)=O)cc3)CC2)cc1 | -5.7 | -3.4% | -3.8%
CN1CCN(c2ncnc3c2ncn3[C@H]2CN(Cc3cccnc3)C[C@@H](CO)O2)CC1 | -2.9 | -1.0% | 1.3%
CC1(C(=O)NCc2cccs2)Cc2c(-c3ccc4c(c3)OCO4)ccnc2O1 (centres undefined) | -1.9 | -5.5% | ?
CC1=C(C(=O)N(C(C)C)C(C)C)CC(CC(=O)NCc2cccc3ccccc23)C(=O)N1Cc1ccc(C(C)(C)C)cc1 (centres undefined) | 1.9 | 2.3% | -5.0%
NC(CCc1ccccc1)c1csc(NC(=O)NCC2CCCCC2)n1 (centres undefined) | -9.4 | -11.0% | -12.9%
CC1(C(=O)Nc2cccc(NS(C)(=O)=O)c2)CCN1Cc1ccccc1OC(F)F (centres undefined) | 0.7 | -2.8% | -10.5%
